Screening data from PubChem.
All columns: NCI-60 one-dose screen, growth in % after 48 h at 10 µM unless noted; 100 = growth as untreated, 0 = no growth, -100 = all killed.
M14 – M14 melanoma | 80,000 compounds, 6.2% hits
A549/ATCC – A549/ATCC NSCLC; 81,000 compounds, 3.7% hits; AID 1794740
SK-MEL-28 – SK-MEL-28 melanoma; AID 1794761; 81,000 compounds, 4.1% hits
UACC-257 – UACC-257 melanoma | 78,000 compounds, 4.4% hits
UACC-62 – UACC-62 melanoma; 81,000 compounds, 5.4% hits
SK-MEL-2 – SK-MEL-2 melanoma | 77,000 compounds, 4.7% hits | AID 1794763
SK-MEL-5 – SK-MEL-5 melanoma; 80,000 compounds, 6.4% hits; AID 1794755
MDA-MB-435 – MDA-MB-435 melanoma. 82,000 compounds, 7.8% hits. AID 1794794
* marks the source's active call; other numbers are inactive results; / = no result given; & = joins results of further samples; ! = a repeat was not active; [ ] = dose if it differs, or a comment. How the source made its calls: active means growth percent below 10; inactive means the rest.

No.	smiles	A549/ATCC	UACC-257	MDA-MB-435	SK-MEL-28	UACC-62	SK-MEL-2	M14	SK-MEL-5
1	COC(=O)[C@H]1Cc2c([nH]c3ccccc23)[C@H](c2ccc3c(c2)OCO3)N1	105	107	101	108	88	113	108	101
2	Cc1sc2nc(NCc3ccccc3)[nH]c(=O)c2c1C	34	73	-31*	70	42	/	28	45
3	O=C1CCC(C(=O)NC2CCC(O)CC2)CC1 (stereo not given)	107	108	104	110	107	116	91	100
4	Cn1ccc2cc(NC(=O)c3cnccn3)ccc21	98	100	91	99	89	105	/	105
5	COc1ccc2[nH]c(=O)cc(C)c2c1	93	94	110	101	108	107	100	94
6	CC(=O)NC(CO)C(O)c1ccc([N+](=O)[O-])cc1 (stereo not given)	91	104	110	109	100	104	102	109
7	CC1(C)CC[C@]2(C(=O)O)CC[C@]3(C)C(=CC[C@@H]4[C@@]5(C)C[C@@H](Cc6cn([C@@H]7O[C@H](CO)[C@@H](O)[C@H](O)[C@H]7O)nn6)[C@H](O)C(C)(C)[C@@H]5CC[C@]43C)[C@@H]2C1	85	89	104	103	93	113	97	100
8	C=C1c2nc3ccccc3n2C=C(c2cccc(OC)c2)N1Cc1ccc(Cl)cc1	101	83	98	111	94	108	106	87

4 entries drawn at random from the list so far, as already listed:
No.	smiles	A549/ATCC	UACC-257	MDA-MB-435	SK-MEL-28	UACC-62	SK-MEL-2	M14	SK-MEL-5
4	Cn1ccc2cc(NC(=O)c3cnccn3)ccc21	98	100	91	99	89	105	/	105
1	COC(=O)[C@H]1Cc2c([nH]c3ccccc23)[C@H](c2ccc3c(c2)OCO3)N1	105	107	101	108	88	113	108	101
5	COc1ccc2[nH]c(=O)cc(C)c2c1	93	94	110	101	108	107	100	94
3	O=C1CCC(C(=O)NC2CCC(O)CC2)CC1 (stereo not given)	107	108	104	110	107	116	91	100

Following part:
No.	smiles	A549/ATCC	UACC-257	MDA-MB-435	SK-MEL-28	UACC-62	SK-MEL-2	M14	SK-MEL-5
9	NC(=S)CNC(=O)c1ccccc1	104	97	109	109	96	107	102	109
10	C#C[C@]1(O)CC[C@H]2[C@@H]3CC=C4c5sc(-c6ccc(C)cc6)nc5CC[C@]4(C)[C@H]3CC[C@@]21C	38	-18*	-46*	-57*	2.1*	-2.6*	-50*	-76*
11	CS(CCCCN=C=S)=NC(=O)c1c(F)c(F)c(F)c(F)c1F (stereo not given)	80	61	71	86	52	94	63	96
12	CN(C(=O)c1ccccc1)c1ccccc1	97	104	110	119	100	103	105	102
13	O=C(COc1ccc(/C=C2\COc3ccccc3C2=O)cc1)c1ccc(Cl)cc1	97	110	99	122	83	90	103	91
14	CC(=O)[C@@H]1CC[C@]2(C(=O)n3ccnc3)CC[C@]3(C)[C@H](CC[C@@H]4[C@@]5(C)Cc6c([nH]c7ccccc67)C(C)(C)[C@@H]5CC[C@]43C)[C@@H]12	68	97	101	96	94	91	96	94
15	COc1ccc(-c2cc(-c3ccc(Nc4ccnc5cc(Cl)ccc45)cc3)nc(N3CCOCC3)n2)cc1	12	79	10	5.5*	15	90	13	/
16	C[C@H]1CC[C@H]2C3=C1C(=O)O[C@@]3(O)[C@@]1(C)CC(=O)C[C@H]1C[C@@H]2C	82	101	103	112	/	106	109	100
17	BrCc1ccccc1C[P+](c1ccccc1)(c1ccccc1)c1ccccc1	94	80	83	90	88	84	83	100
18	CCCCCCN(N=O)c1nc2c(c(=O)n(C)c(=O)n2C)n1C	75	/	/	100	99	111	103	106
19	COC(=O)c1ccc2c(c1)C(=O)N(c1ccc(C(=O)O)cc1)C2=O	90	93	105	110	96	90	101	98
20	COc1ccc(S)c(C(=O)O)c1	102	104	108	108	96	122	110	103
21	CCOc1cc([N+](=O)[O-])c(OCC)cc1Cl	89	100	97	104	98	/	107	110
22	O=C(Nc1ccccc1)c1ccc(COc2ccccc2)o1	99	100	106	111	86	108	96	99
23	CCCCCCCCCNc1ccc(C(=O)O)cc1	102	99	103	111	98	97	106	100
24	O=c1c2ccccc2nc(SCc2n[nH]c(=S)n2Cc2ccccc2)n1CCc1ccccc1	89	102	/	106	84	104	99	90
25	COc1ccc(Oc2ccccc2NC(=O)CNC(=O)c2cccc3ccccc23)cc1	21[5 µM]	49[5 µM]	1.7*[5 µM]	61[5 µM]	38[5 µM]	/	13[5 µM]	10[5 µM]
26	CCCCCCCCCCCCCCCCCC[S+](C)CC (stereo not given)	42	46	/	49	19	48	4.9*	-99*
27	OCc1nnn(-c2ccccc2)c1CO	110	124	114	128	101	113	110	107
28	Cc1ccc(C(=O)N/N=C/c2cccc([N+](=O)[O-])c2)cn1	92	96	100	103	98	111	112	99
29	Cc1cc(C)c2c(n1)sc1c(Nc3ccc(O)cc3)ncnc12	27	39	37	78	16	/	-22*	26
30	CC(=O)c1cc(C(=O)c2ccccc2)n2ccc(C)cc12	87	95	94	106	83	108	/	84
31	CCCCCN1CCN(C(CC(=O)c2ccccc2)C(=O)c2ccccc2)CC1 (stereo not given)	101	107	95	119	/	104	98	106
32	Cc1ccc(C(=O)N/N=C/c2ccccc2Cl)cn1	102	93	90	105	104	71	102	113
33	O=C(c1ccccc1)C(CN1CCCCC1)c1ccccc1 (stereo not given)	80	26	24	59	26	50	-74*	59
34	O=C1C=CC(=O)N1c1cccc([N+](=O)[O-])c1	98	102	111	106	105	113	103	112
35	O=[N+]([O-])c1ccc2c(c1)Cc1cc(Br)ccc1-2	107	117	105	118	96	116	108	97
36	COc1ncnc(NS(=O)(=O)c2ccc(N)cc2)c1OC	97	100	105	112	100	115	101	89
37	C=C(C)[C@@H]1CC[C@]2(C)[C@H](CC=C3[C@@H]4[C@@H](C)[C@H](C)CC[C@]4(C=O)CC[C@]32C)[C@@]1(C)CCCN	90	97	103	94	93	103	94	99
38	Cc1ccc2c(OCC(=O)N/N=C/c3ccc(Br)cc3)cc(=O)[nH]c2c1	107	108	108	112	99	110	101	99
39	COc1cc2nc(CCC(N)=O)c(CC(N)=O)cc2c(OC)c1OC	106	99	106	112	95	103	109	98
40	CC(C)CCNC(=O)N/C(N)=N/c1nc2ccccc2s1	65	35	44	81	59	86	80	16
41	Cc1ccc(CN2C(=O)C3(NCCc4cc(O)ccc43)c3ccccc32)cc1 (stereo not given)	95	97	100	108	83	/	99	99
42	O=C1Nc2ccc(Cl)cc2/C1=C/c1cccc(OCc2ccccn2)c1	40	-0.1*	-39*	-49*	-81*	-51*	-50*	-47*
43	COc1ccc(-c2nnc(-c3c(-c4ccccc4)nc4ncccn34)o2)cc1OC	96	97	117	112	102	96	119	95
44	CSc1nc(C)cc(=O)[nH]1	96	102	107	104	105	99	99	103
45	COc1cc(OC)cc(/C(C)=N/NC(=O)CSc2nc3ccccc3c(=O)n2Cc2ccc(S(N)(=O)=O)cc2)c1	100	94	70	93	84	112	89	68
46	O=C(O)C1=Nc2ccc(Cl)cc2/C1=C\c1sc(=S)[nH]c1O	100	98	103	111	94	105	98	104
47	CN1CCN(Cc2ccc(NC(=O)c3cncc(C#Cc4cnc5ccc(O[C@H]6CCOC6)nn45)c3)cc2C(F)(F)F)CC1	-88*	-52*	-87*	-80*	-45*	-88*	-87*	-95*
48	Cc1cc(CSc2ssc(=S)c2-c2ccccc2)c(CSc2ssc(=S)c2-c2ccccc2)cc1C	105	98	111	99	87	90	99	97
49	Clc1cccc(C2Oc3ccc(Cl)cc3C3CC(c4cccs4)=NN32)c1 (stereo not given)	82	93	100	107	83	90	99	82
50	Cc1c(-c2ccc(C3CCCCC3)cc2)nc2ccc(F)cc2c1C(=O)O	21	65	34	61	43	/	48	33
51	CCN1C(=O)N(CC)C2Nn3c(s/c(=C\c4cccs4)c3=O)=NC21 (stereo not given)	104	102	45	100	90	102	86	95
52	COc1ccc(C(SCCNCc2cc(N(C)C)ccn2)(c2ccccc2)c2ccccc2)cc1	10	-21*	-54*	-65*	-3.9*	-35*	-46*	-100*
53	CN1CCN(c2ccc3c(c2)nc(NNC(=O)c2cnccn2)c2cccn23)CC1	0.1*!	-49*!	5.7*!	-15*!	-18*!	-69*!	-78*!	31
54	CC1(C)CC[C@]2(C(=O)O)CC[C@]3(C)C(=CCC4[C@@]5(C)C[C@@H](O)[C@@H]6OC(c7ccccc7Cl)OC[C@@]6(C)C5CC[C@]43C)C2C1 (stereo not given in full)	25	92	72	84	73	84	67	73
55	O=C(Oc1ccc(Cl)cc1)c1ccc(Cl)cc1	87	98	109	118	111	96	126	99
56	Nc1c(C(=O)Nc2ccccc2Cl)sc2nc3c(cc12)C(=O)CCC3	25	43	-53*	58	47	35	50	32
57	O=C1c2cccc(NCCN=Cc3cc(O)ccc3O)c2C(=O)c2c(NCCN=Cc3cc(O)ccc3O)cccc21	-56*	58	-5.7*	-31*	5.1*	21	-4.5*	4.8*
58	COc1ccc(-c2nnc(Nc3ccc(Cl)cc3)o2)cc1	104	129	102	114	101	81	109	97
59	CCOC(=O)[C@H](CCc1ccccc1)N[C@@H](C)C(=O)N1[C@H](C(=O)O)C[C@@H]2CCC[C@@H]21	96	98	104	116	111	110	108	/
60	O=C(c1ccccc1)c1cccs1	98	95	105	109	101	111	104	101
61	C/C(=N\NC(=O)c1ccncc1)c1ccc(O)cc1O	/	93	50	61	28	68	39	56
62	FC(F)(F)c1ccc(-c2ncc(-c3ccc(C(F)(F)F)cc3)c(NCc3cc(C(F)(F)F)cc(C(F)(F)F)c3)n2)cc1	66	88	68	90	52	70	74	97
63	CC(C)(COC(=O)c1ccccc1)N1CC2CCC(C1)O2	103	111	103	112	96	98	96	99
64	N#CC(Nc1ccccc1)c1ccccc1 (stereo not given)	99&103	103&98	102&105	113&119	110&102	/	97&96	96&101

The list goes on.
No.	smiles	A549/ATCC	UACC-257	MDA-MB-435	SK-MEL-28	UACC-62	SK-MEL-2	M14	SK-MEL-5
65	Cc1ccc(NC2=C3CCCCC3OC2=O)cc1 (stereo not given)	59	48	78	66	48	82	56	46
66	O=C1CC(c2ccc(O)c(O)c2)Oc2cc(O)c([C@@H]3O[C@H](CO)[C@@H](O)[C@H](O)[C@H]3O)c(O)c21 (stereo not given in full)	95	106	105	107	105	104	102	103
67	Cc1ccc(-c2nc(SCC(=O)c3ccccc3)[nH]c(=O)c2C#N)cc1	105	102	106	102	95	107	98	94
68	CCCCC(CC)COC(=O)c1cc([N+](=O)[O-])c(C(C)(C)C)c([N+](=O)[O-])c1 (stereo not given)	104	111	110	120	100	112	111	105
69	OCCCNCc1ccccc1	92	103	114&102	100&101	101&100	100&102	111&131	106&100
70	O=C1CC2c3cc(-c4cc5ccccc5o4)ccc3CCN2C(=O)N1c1ccccc1 (stereo not given)	80	88	89	100	81	83	91	83
71	CCCCn1sc(=O)n(Cc2ccc(CNC(=O)OCc3ccc4c(Br)cc(Br)c(O)c4n3)cc2)c1=O	19	48	-35*	67	38	46	10	-35*
72	COc1cc2c3c(cccc3c1)C(=O)N(CCN1CCCC1)C2=O	6.1*	-10*	14	19	-34*	-8.4*	26	-33*
73	COc1ccc2c(c1)NC1=C(C(=O)OC1)C2c1cc(OC)c2c(c1)OCO2 (stereo not given)	12	72	-15*	67	51	55	5.1*	-55*
74	Clc1ccc(C2CC(c3ccccc3)=NN2Cn2nnc3ccccc32)cc1 (stereo not given)	88	91	88	114	86	103	89	93
75	COc1ccc(C2(SCC(N)C(=O)O)c3ccccc3-c3ccccc32)cc1 (stereo not given)	93	102	97	99	92	113	105	98
76	CCCCN1CCN(c2ccc3nc(-c4ccc5nc(-c6ccc(OCC)c(OCC)c6)[nH]c5c4)[nH]c3c2)CC1	38	29	-41*	46	18	13	-28*	8.2*
77	C/C(C(=O)O)=C(/Cl)c1c(C)cc(C)c(Br)c1C	81	95	101	106	99	95	96	100
78	CC(C)(C)C(C)(C)CN	101	98	110	116	103	105	107	99
79	Nc1nc2c([nH]c(=S)n2[C@@H]2O[C@H](CO)[C@@H](O)[C@H]2O)c(=O)[nH]1	100	98	101	101	100	108	107	101
80	O=C(NCc1ccc(Cl)cc1Cl)C1CCC(=O)N1c1ccsc1 (stereo not given)	96	98	107	106	81	97	98	99

Four structures from above, sorted by heavy-atom count, rising:
No.	smiles	A549/ATCC	UACC-257	MDA-MB-435	SK-MEL-28	UACC-62	SK-MEL-2	M14	SK-MEL-5
35	O=[N+]([O-])c1ccc2c(c1)Cc1cc(Br)ccc1-2	107	117	105	118	96	116	108	97
26	CCCCCCCCCCCCCCCCCC[S+](C)CC (stereo not given)	42	46	/	49	19	48	4.9*	-99*
67	Cc1ccc(-c2nc(SCC(=O)c3ccccc3)[nH]c(=O)c2C#N)cc1	105	102	106	102	95	107	98	94
74	Clc1ccc(C2CC(c3ccccc3)=NN2Cn2nnc3ccccc32)cc1 (stereo not given)	88	91	88	114	86	103	89	93

The list continues.
No.	smiles	A549/ATCC	UACC-257	MDA-MB-435	SK-MEL-28	UACC-62	SK-MEL-2	M14	SK-MEL-5
81	COc1ccc(C2=Nn3c(nn4c(SCC(=O)c5ccccc5)nnc34)SC2)cc1	106	108	103	111	101	115	100	100
82	CCCCCOC(=O)c1ccc(NC(=O)CN2CCOCC2)cc1	88	89	94	113	94	126	108	119
83	Cc1ccc(OCc2occc2C(=O)Nc2ccc(S(N)(=O)=O)cc2)cc1	90	96	97	95	80	91	87	99
84	NS(=O)(=O)c1ccc(-c2cc(-c3nnc(SCC(=O)c4ccccc4)n3-c3ccccc3)c3ccccc3n2)cc1	74	105	95	113	73	103	90	79
85	O=c1[nH]c(-c2ccccc2)ncc1OCc1ccccc1	106	117	101	119	100	113	113	106
86	Nc1cccc(N=Nc2c(S(=O)(=O)O)cc3cc(NC(=O)Nc4ccc5c(O)c(N=Nc6cccc(N)c6)c(S(=O)(=O)O)cc5c4)ccc3c2O)c1	101	100	112	114	97	87	99	101
87	CCN1CCN(C(=S)SC(SC(=S)N2CCN(CC)CC2)C(=O)c2nnn(-c3ccc([N+](=O)[O-])cc3)c2C)CC1	89	86	91	90	72	85	95	79
